Rad51 HR inh: Rad51 (human) homologous recombination inhibition; 200,000 compounds, 0.085% hits; Q06609; inhibition, % at 10 µM; hRad51 DNA strand exchange, fluorescence dequenching;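 active means inhibition above 40% at the single screening dose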;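 further: 0% = DMSO control wells and 100% = blanks with heterologous ssDNA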
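Test system: preformed human Rad51 ssDNA filaments. Compound dosing: single dose, 10 µM final compound. Incubation: filaments 15 min 37 °C, then compound 30 min. Technique: FRET fluorescence dequenching, excitation 485 nm, emission 520 nm. Read-out basis: percent inhibition from fluorescence, normalised to plate control and blank means. Benchmarks: plate controls and plate blanks.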
Hck Nef HTS: human Hck-Nef kinase inhibition | inhibition, % at 20 µM | Recombinant Hck-YEEI plus Nef, Z-Lyte FRET kinase assay | 220,000 compounds, 0.68% hits | AID 463187 | P08631;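 active means Hck-Nef kinase inhibition above about 50%, limit read from the data; inactive means inhibition below that limit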;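 further: 0% = DMSO with Hck plus Nef and 100% = Hck alone without Nef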
Target sequence (P08631 whole entry, looked up): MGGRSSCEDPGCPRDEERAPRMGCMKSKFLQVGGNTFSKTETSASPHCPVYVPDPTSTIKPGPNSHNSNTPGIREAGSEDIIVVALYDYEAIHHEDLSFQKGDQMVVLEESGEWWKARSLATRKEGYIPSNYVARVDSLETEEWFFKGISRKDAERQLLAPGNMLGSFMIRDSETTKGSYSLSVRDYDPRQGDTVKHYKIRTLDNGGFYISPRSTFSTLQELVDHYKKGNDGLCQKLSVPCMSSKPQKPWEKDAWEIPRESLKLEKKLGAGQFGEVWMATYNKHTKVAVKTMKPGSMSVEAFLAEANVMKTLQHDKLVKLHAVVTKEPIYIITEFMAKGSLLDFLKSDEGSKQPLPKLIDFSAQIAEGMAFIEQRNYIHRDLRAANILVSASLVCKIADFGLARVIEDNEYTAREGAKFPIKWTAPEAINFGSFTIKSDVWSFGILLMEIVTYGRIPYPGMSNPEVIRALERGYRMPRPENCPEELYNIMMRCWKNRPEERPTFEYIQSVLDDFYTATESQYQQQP
14-3-3 Bad inh: disrupts binding of bovine 14-3-3 zeta to phospho-Bad peptide; P63103; 220,000 compounds, 0.71% hits; AID 781; inhibition, % at 21.7 µM; TR-FRET 14-3-3zeta/Dy647-pBad peptide displacement, 1 h;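 active means inhibition above about 70%, limit read from the data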;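 further: 0% = full 14-3-3 plus peptide FRET controls and 100% = background without 14-3-3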
PGE2 EP2 inh: EP2 receptor (human) inhibition. C6 glioma cells expressing human EP2, cAMP TR-FRET; cells stimulated with saturating PGE2. inhibition, % at 25 µM. 260,000 compounds, 0.52% hits;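 active means percent inhibition above 40 after rounding to a whole number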;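 further: rat C6 glioma host cells with rolipram phosphodiesterase inhibitor present; the protocol text gives 20 µM as final concentration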
Target sequence (P43116 whole entry, looked up): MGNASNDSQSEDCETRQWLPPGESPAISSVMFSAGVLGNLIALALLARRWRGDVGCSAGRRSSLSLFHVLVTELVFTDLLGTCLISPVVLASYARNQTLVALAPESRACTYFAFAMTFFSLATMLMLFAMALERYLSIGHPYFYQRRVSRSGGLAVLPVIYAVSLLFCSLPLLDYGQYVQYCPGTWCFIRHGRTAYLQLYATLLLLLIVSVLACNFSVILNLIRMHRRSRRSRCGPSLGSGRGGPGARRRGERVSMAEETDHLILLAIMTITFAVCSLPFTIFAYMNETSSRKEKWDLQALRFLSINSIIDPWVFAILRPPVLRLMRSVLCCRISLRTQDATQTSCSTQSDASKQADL
TbHK1 inh: T. brucei hexokinase 1 inhibition; recombinant TbHK1, G6PDH-coupled NADH A340; inhibition, % at 10 µM; 220,000 compounds, 0.11% hits; AID 1430;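 active means inhibition of 50% or more in the single-dose primary screen; inactive means inhibition below 50%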
EP2 mod: EP2 receptor (human) modulation. P43116. EP2-expressing cells, cAMP HTRF FRET, PGE2 co-stimulation. induction, % at 25 µM. 260,000 compounds, 0.83% hits;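 active means compounds whose cAMP rise, as percent of the full-agonist control response, exceeds 60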;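 further: rat C6 glioma line stably carrying human EP2 under a CMV promoter; the protocol text gives 20 µM as final concentration; 100% = response of wells given 1 µM PGE2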
L929 necroptosis: L929 zVAD cell death inhibition; AID 1377; viability rescue, % at 10 µM; 220,000 compounds, 0.38% hits; L929 zVAD necroptosis rescue, ATP luminescence, 24 h; with zVAD 60 µM;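 active means activation, scaled between plate controls, above about 75%, limit read from the data; inactive means activation under that limit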;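 further: 0% = zVAD with DMSO and 100% = DMSO alone without zVAD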
Calpain2 inh: calpain II (pig) inhibition; AID 1236; inhibition, % at 16 µM; purified calpain II, fluorogenic peptide substrate, 30 min; 220,000 compounds, 0.37% hits;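 active means inhibition above about 50%, limit read from the data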
eIF4E-4G inh: eIF4E/eIF4G interaction inhibition in translation initiation. TR-FRET eIF4E-eIF4GI(517-606) binding, 2 h. inhibition, % at 21.7 µM. 220,000 compounds, 0.37% hits;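 active means inhibition above about 30%, limit read from the data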;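 further: 0% = full FRET control wells and 100% = background wells lacking eIF4GI fragment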
Starred values were filed as active, the others as inactive; i = inactive; . = no result given; & = joins results of further samples; [ ] = another dose, or the depositor's remark. This is a subset, so the mix of outcomes need not match the whole.

SMILES	Rad51 HR inh	Hck Nef HTS	14-3-3 Bad inh	PGE2 EP2 inh	TbHK1 inh	EP2 mod	L929 necroptosis	Calpain2 inh	eIF4E-4G inh
C[N+]1(CC(=O)OC2CCCCCCCCCCC2)CCCC1	12	-17	38	6	14	7	0.7	18	27
COC(=O)CC1SC(=O)NC1=Nc1ccc(O)cc1 (stereo not drawn)	-2	1	46	8	-2	-11	-0.1	17	-5
COc1ccc(C(=O)N=c2nc3ccccn3s2)cc1	3	0	-3	10	-17	-4	-2.7	10	-3[fluorescence artefact?]
CCOc1ccc(S(N)(=O)=O)cc1-c1nc2c(C(C)(C)C)nn(C)c2c(=O)[nH]1	10	4	-4	10	-10	3	-0.3	22	0
COc1ccc(S(=O)(=O)Nc2ccc(S(=O)(=O)N3CCOCC3)cc2)cc1C	.	4	2	16	-4	5	-0.5	19	6
COC(=O)c1nc2cc3c(cc2c(C)c1C(=O)OC)OCO3	7	3	0	5	-17	-3	3.4	-334	8
COc1ccc(CNC(=O)Nc2cc(C)ccc2C)cc1	.	7	-7	7	0	15	1.9	-3	1
Cn1c(N)c(C(=O)COC(=O)c2ccc3c(c2)OCCO3)c(=O)n(C)c1=O	-2	-1	-2	2	0	4	-0.1	-18	-6
COC(=O)c1ccc(NC(=S)NN2CCOCC2)cc1	1	21	-11	5	0	5	4.3	-1	-2
O=c1oc2ccccc2cc1-c1nnc(NCc2ccco2)s1	-3	1	14	13	-11	-8	1.9	i	-14
CCOC(=O)C1=C(OCc2ccc(Cl)cc2)C2C=C(C)C=CC2N=C1 (stereo not drawn)	-6	1	5	14	-16	6	-0.6	11	0
Cc1cc(NC(=O)c2c(Cl)c(C)nn2C)no1	.	-19	-9	.	1	32	-0.3	1	-5
CCCCCC(=O)N/N=C(\C)c1ccccn1	4	1	-4	12	3	6	22	16	-6
CC12CN(Cc3ccccc3)CC(C)(CN(Cc3ccccc3)C1)C2=O	-23	-14	1	6	11	-7	-0.2	13	0
O=C(Cc1c(O)c2ccccc2[nH]c1=O)NCc1ccccc1F	2	5	3	10	54*	-8	0.2	-10	-8
CCN1CCC2(CC1)N=C(c1ccc(F)cc1)C(=S)N2C(=O)c1ccc(C)cc1	8	0	0[fluorescence artefact?]	8	-7	41	1.7	-8	13
CCCCCCCC(=O)N/N=C/c1ccncc1	14	6	3	8	1	-5	-0.7	8	3
CCCCN1C(=O)CC(C(=O)O)C1c1ccc(OC)cc1 (stereo not drawn)	5	4	-6[fluorescence artefact?]	16	-5	12	-0.4	-11	-4
Cc1cccc(NC(=O)CSc2nc(-c3ccccc3)c(C#N)c(=O)[nH]2)c1C	.	0	66[fluorescence artefact?]	.	3	36	0.5	-22	-2[fluorescence artefact?]
N#CC1(c2ccccc2)CCCN1C(=O)c1ccco1 (stereo not drawn)	-10	-1	-16[fluorescence artefact?]	8	3	11	-0.2	30	-5
O=[N+]([O-])c1cc(C(F)(F)F)ccc1SCC(O)CO (stereo not drawn)	12	-3	-6	3	-5	-7	2.6	3	-3
C/C(=C(\C#N)C(=O)NCc1ccccc1)N(C)C	-3	2	-5	9	-5	8	-0.2	-6	11
CC(=O)c1cccc(N(C(=O)Cn2nnc3ccccc32)C(C(=O)NC2CCCCC2)c2cn(C)nc2C)c1 (stereo not drawn)	4	0	-3	9	-6	4	-0.8	-14	-3
Cc1nnc2ccc(N3CCC4(CC3)OCCO4)nn12	-7	3	-12[fluorescence artefact?]	5	-1	13	-0.4	-38	5
O=C(CSc1nc2ccccc2c(=O)[nH]1)Nc1ccc(S(=O)(=O)N2CCCC2)cc1	-4	0	-20	7	8	9	0.9	-51	4
O=S(=O)(N/N=C\c1cccnc1)c1ccccc1	-1	0	1	6	-9	10	3.6	-6	3[fluorescence artefact?]
CSc1ncccc1C(=O)OCC(=O)c1ccc2c(c1)NC(=O)CO2	4	10	30	12	6	-11	0.6	9	-2
O=S(=O)(c1ccccc1)c1cnc(-c2ccccc2)nc1N1CCCCC1	16	-7	-8	12	-7	33	7.1	10	2
O=C(N/N=C/c1ccc(Br)cc1)c1cc[n+](Cc2ccccc2)cc1	-3	3	-4[fluorescence artefact?]	5	-28	1	0.3	24	-3
CC(=O)Nc1ccc(C2=NN(c3ccccc3)C(c3cccs3)C2)cc1 (stereo not drawn)	-6	24	-10	11	-3	76*	1.8	-250	-2

Looked up by structure from above, three records:
SMILES	Rad51 HR inh	Hck Nef HTS	14-3-3 Bad inh	PGE2 EP2 inh	TbHK1 inh	EP2 mod	L929 necroptosis	Calpain2 inh	eIF4E-4G inh
O=c1oc2ccccc2cc1-c1nnc(NCc2ccco2)s1	-3	1	14	13	-11	-8	1.9	i	-14
CCCCN1C(=O)CC(C(=O)O)C1c1ccc(OC)cc1 (stereo not drawn)	5	4	-6[fluorescence artefact?]	16	-5	12	-0.4	-11	-4
COC(=O)CC1SC(=O)NC1=Nc1ccc(O)cc1 (stereo not drawn)	-2	1	46	8	-2	-11	-0.1	17	-5

(continued)
SMILES	Rad51 HR inh	Hck Nef HTS	14-3-3 Bad inh	PGE2 EP2 inh	TbHK1 inh	EP2 mod	L929 necroptosis	Calpain2 inh	eIF4E-4G inh
Cc1[nH]c2ccccc2c(=O)c1C(=O)/C=C/c1ccccc1	-5	23	5	9	-23	-23	71	-20	3
Cc1noc(C)c1COC(=O)c1ccc(N(C)C)cc1	29	21	-9	8	-9	-5	1.5	18	4
O=C(CSCc1ccc(F)cc1)N1CCOCC1	1	10	-4	6	-7	10	0.3	10	3
CC(=O)Nc1ccc(Oc2nc(C)cc(C)n2)cc1	3	-9	3	13&10	5	26&-19	0.1	-16	1
Cc1ccccc1/C=N\NC(=O)c1ccc(Cn2cccn2)o1	.	5	5	12	-17	-10	-0.6	-1	1[fluorescence artefact?]
Cc1ccc(S(=O)(=O)N2CCN(c3c([N+](=O)[O-])cc(C(F)(F)F)cc3[N+](=O)[O-])CC2)cc1	7	4	-13	9	22	13	0.2	-6	15[fluorescence artefact?]
O=C1CC(c2ccccc2)=Nc2ccc(Br)cc2N1	3	20	-1	8	-1	3	1.8	-12	0
O=c1c2cc3c(=O)n(CC4CCCO4)c(=O)c3cc2c(=O)n1CC1CCCO1 (stereo not drawn)	-3	6	0	10	4	-10	0.2	-11	2
CC(C)N=C(NS(=O)(=O)c1ccccc1)C(Cl)(Cl)Cl	6	1	-1	7	-4	25	-0.9	5	-4
COc1ccc(Nc2nc(NC(C)(C)C)nc(N3CCCC3)n2)c(OC)c1	.	-12	-3	5	-4	44	-0.9	-9	3

Single records (already shown).
`Cc1ccc(S(=O)(=O)N2CCN(c3c([N+](=O)[O-])cc(C(F)(F)F)cc3[N+](=O)[O-])CC2)cc1` is entered as Rad51 HR inh: 7; Hck Nef HTS: 4; 14-3-3 Bad inh: -13; PGE2 EP2 inh: 9; TbHK1 inh: 22; EP2 mod: 13; L929 necroptosis: 0.2; Calpain2 inh: -6; eIF4E-4G inh: 15[fluorescence artefact?]
`COC(=O)CC1SC(=O)NC1=Nc1ccc(O)cc1` (stereo not drawn) is entered as Rad51 HR inh: -2; Hck Nef HTS: 1; 14-3-3 Bad inh: 46; PGE2 EP2 inh: 8; TbHK1 inh: -2; EP2 mod: -11; L929 necroptosis: -0.1; Calpain2 inh: 17; eIF4E-4G inh: -5
`Cc1[nH]c2ccccc2c(=O)c1C(=O)/C=C/c1ccccc1` is entered as Rad51 HR inh: -5; Hck Nef HTS: 23; 14-3-3 Bad inh: 5; PGE2 EP2 inh: 9; TbHK1 inh: -23; EP2 mod: -23; L929 necroptosis: 71; Calpain2 inh: -20; eIF4E-4G inh: 3

(listing goes on)
SMILES	Rad51 HR inh	Hck Nef HTS	14-3-3 Bad inh	PGE2 EP2 inh	TbHK1 inh	EP2 mod	L929 necroptosis	Calpain2 inh	eIF4E-4G inh
N=C1C(c2nc3ccccc3[nH]2)=C(O)CN1c1ccccc1	-12	28	-7	12	4	-22	0.0	-22	-9
CC(=O)Nc1ccc(OC(=O)c2ccc(Br)c([N+](=O)[O-])c2)cc1	-1	27	4	3	-2	-33	1.6	23	1
COc1ccccc1-n1c(C)nnc1SCC(=O)Nc1cccc(C(C)=O)c1	3	1	-12	3	-12	11	0.2	0	7
CCc1ccc(-n2c(C)nc3cc(C(=O)NCc4cccnc4)ccc32)cc1	2	25	-14	3	-2	-31	1.0	-25	0
Cc1ccc(S(=O)(=O)NCc2ccc(C(=O)N(C)CCC#N)cc2)cc1	-1	0	-11	8	-1	24	-0.1	-18	5
O=C(Nc1cccc(NC(=O)c2cccs2)c1)c1ccc2c(c1)OCO2	7	30	6	15	2	-101	31	30	-1
Cc1ccc2nc(NC(=O)C3CCN(S(=O)(=O)c4ccc5c(c4)oc(=O)n5C)CC3)sc2c1	1	2	3	16	-20	-25	10	-21	4
Cc1cccc(C(=O)Nc2ccc(O)cc2C(=O)O)c1	12	-2	4	12	-4	29	0.3	4	-2
O=C(N1CCOCC1)N1CCN(S(=O)(=O)c2ccccc2)C1	-5	-1	-1	0&14	6	24&3	-0.6	13	-1
O=C(OCc1nnc(-c2ccccc2)o1)C1=COCCO1	-3	2	-7[fluorescence artefact?]	13	3	2	0.1	-17	0[fluorescence artefact?]
CC(=O)N1N=C(c2cccc([N+](=O)[O-])c2)OC1c1ccccc1Cl (stereo not drawn)	-6	0	-8	10	3	19	0.0	16	-4
CCn1ccnc1CN(C)Cc1cn[nH]c1-c1ccc(F)cc1F	2	23	-11	16	-5	26	1.0	-34	-2
O=C(NCc1cccc(Cl)c1)c1cnccn1	-1	13	-7	1	5	0	0.3	-71	-3[fluorescence artefact?]
CN1C[C@@H]2C(c3ccc(Cl)nc3)C3(c4ccccc4)CC2(C3)[C@H]1c1ccccc1 (stereo partly drawn)	-2	14	6	19	1	12	0.8	35	1
Cc1ccc(-n2c3nc(=O)[nH]c(=O)c-3cc3c(C)nn(-c4ccccc4)c32)c(C)c1	0	30	11	7	-11	7	3.1	-432	6[fluorescence artefact?]
CN(C)c1cc[n+](Cc2c(Cl)cccc2Cl)cc1	-6	10	8[fluorescence artefact?]	0	-1	-5	-0.3	-17	-2
Cc1cccc(-n2c(N)cc(=O)nc2SCC(=O)Nc2nnc(C)s2)c1	.	-1	-2[fluorescence artefact?]	.	-9	21	-0.6	14	3[fluorescence artefact?]
COc1cccc(CNC(=O)C2CCCN(S(=O)(=O)c3c(C)[nH]c(=O)[nH]c3=O)C2)c1 (stereo not drawn)	.	1	-2	13	-3	0	0.3	-11	-4
Cc1cc(C)cc(NC(=S)NC(=O)CCN2C(=O)c3ccccc3C2=O)c1	5	0	2	14	5	-9	0.5	7	-2
CC(=O)Nc1ccc(-c2csc(NCc3ccco3)n2)cc1	-4	-4	11	13	-13	-15	0.1	-21	-5[fluorescence artefact?]
CCOC(=O)/C(C#N)=C/c1cn(CCC(=O)O)nc1-c1cccc(Br)c1	.	19	-9	3	-24	-31	2.2	-26	3
O=C1CC(c2ccccc2)CN1Cc1ccccc1 (stereo not drawn)	5	0	-1	11	5	34	1.6	-31	-13

Bioassay records deposited in PubChem by several laboratories.
